# Bioassay records (PubChem BioAssay)
# All columns: NCI-60 one-dose screen, growth in % after 48 h at 10 µM unless noted; 100 = growth as untreated, 0 = no growth, -100 = all killed.
# UACC-257: UACC-257 melanoma; hit rate 4.4% among 78,000
# SK-MEL-28: SK-MEL-28 melanoma; hit rate 4.1% among 81,000
# SK-MEL-5: SK-MEL-5 melanoma | hit rate 6.4% among 80,000
# MALME-3M: MALME-3M melanoma | hit rate 5.8% among 78,000 | AID 1794766
# LOX IMVI: LOX IMVI melanoma; hit rate 7.4% among 79,000; AID 1794757
# HS 578T: HS 578T breast cancer. hit rate 4.1% among 78,000
# T-47D: T-47D breast cancer. AID 1794792. hit rate 5% among 79,000
# SK-MEL-2: SK-MEL-2 melanoma. hit rate 4.7% among 77,000. AID 1794763
# * marks the source's active call; other numbers are inactive results; · = not tested or not shown; & = joins results of further samples. The calls were made as follows: active = growth percent below 10; inactive = the rest.
# A first look:
SMILES,UACC-257,SK-MEL-28,SK-MEL-5,MALME-3M,LOX IMVI,HS 578T,T-47D,SK-MEL-2
CO[C@H](C(=O)O)[C@@H]1Cc2cc3cc(OC4CC(OC5CC(O)C(O)C(C)O5)C(O)C(C)O4)c(C)c(O)c3c(O)c2C(=O)[C@H]1OC1CC(OC2CC(OC3CC(C)(O)C(O)C(C)O3)C(O)C(C)O2)C(O)C(C)O1 (some centres not stated),7.8*,-5.8*,-17*,-10*,-6.1*,-1.1*,13,·
NCCc1ccccc1,100&102,110,111&105,102&121,88&101,108,93&107,109&117
CCCCCCCCCCC1CCP(=O)(OC)OC(C)=C1C(=O)OC (configuration not stated),89,110,80,89,55,45,88,93
CN1C(=O)CCS(=O)(=O)C1c1ccc(Cl)cc1 (configuration not stated),103,110,106,131,104,105,103,·
CCN(CCO)C(Cc1ccccc1)c1ccccc1 (configuration not stated),114,101,104,97,93,105,111,105
O=C(CBr)OC1CCCCC1,103,116,100,95,98,104,92,122
O=C(/C=C/c1ccc(Cl)cc1Cl)c1nc2ccccc2n1Cc1ccc(Br)cc1,84,90,85,84,·,·,44,97
O=NNc1ccc2cccnc2n1,94,106,100,100,100,88,·,109
CC(C(=O)O)N(C)N=O (configuration not stated),97,108,108,96,106,94,99,112
COc1cc2c(cc1OC)[C@@H]1N(CC2)C(=O)c2ccccc2[C@@]1(C)C(=O)O,107,113,101,65,105,108,116,109
C1CCC2CNCCC2C1 (configuration not stated),·,106,92,101,98,117,105,113
CC(C)[C@H](NC(=O)c1cc(-c2ccc(F)cc2)nn1CCCCCF)C(N)=O,109,111,105,112,95,98,89,97
Oc1ccc(C(=C(Cl)Cl)c2ccc(O)cc2)cc1,87,105,87,97,57,95,48,69
COC(=O)/C(=C\c1ccco1)P(=O)(OC)OC,82,107,99,89,96,93,97,94
CCCCCCCCCCCCOC(=O)CCN1CC1,104,111,107,101,117,104,126,116
COc1cc(C(=O)/C=C/c2sc(N(CCCl)CCCl)nc2Cl)cc(OC)c1OC,80,104,69,114,82,76,62,86

# Main list, previewed entries included:
SMILES,UACC-257,SK-MEL-28,SK-MEL-5,MALME-3M,LOX IMVI,HS 578T,T-47D,SK-MEL-2
CO[C@H](C(=O)O)[C@@H]1Cc2cc3cc(OC4CC(OC5CC(O)C(O)C(C)O5)C(O)C(C)O4)c(C)c(O)c3c(O)c2C(=O)[C@H]1OC1CC(OC2CC(OC3CC(C)(O)C(O)C(C)O3)C(O)C(C)O2)C(O)C(C)O1 (some centres not stated),7.8*,-5.8*,-17*,-10*,-6.1*,-1.1*,13,·
NCCc1ccccc1,100&102,110,111&105,102&121,88&101,108,93&107,109&117
CCCCCCCCCCC1CCP(=O)(OC)OC(C)=C1C(=O)OC (configuration not stated),89,110,80,89,55,45,88,93
CN1C(=O)CCS(=O)(=O)C1c1ccc(Cl)cc1 (configuration not stated),103,110,106,131,104,105,103,·
CCN(CCO)C(Cc1ccccc1)c1ccccc1 (configuration not stated),114,101,104,97,93,105,111,105
O=C(CBr)OC1CCCCC1,103,116,100,95,98,104,92,122
O=C(/C=C/c1ccc(Cl)cc1Cl)c1nc2ccccc2n1Cc1ccc(Br)cc1,84,90,85,84,·,·,44,97
O=NNc1ccc2cccnc2n1,94,106,100,100,100,88,·,109
CC(C(=O)O)N(C)N=O (configuration not stated),97,108,108,96,106,94,99,112
COc1cc2c(cc1OC)[C@@H]1N(CC2)C(=O)c2ccccc2[C@@]1(C)C(=O)O,107,113,101,65,105,108,116,109
C1CCC2CNCCC2C1 (configuration not stated),·,106,92,101,98,117,105,113
CC(C)[C@H](NC(=O)c1cc(-c2ccc(F)cc2)nn1CCCCCF)C(N)=O,109,111,105,112,95,98,89,97
Oc1ccc(C(=C(Cl)Cl)c2ccc(O)cc2)cc1,87,105,87,97,57,95,48,69
COC(=O)/C(=C\c1ccco1)P(=O)(OC)OC,82,107,99,89,96,93,97,94
CCCCCCCCCCCCOC(=O)CCN1CC1,104,111,107,101,117,104,126,116
COc1cc(C(=O)/C=C/c2sc(N(CCCl)CCCl)nc2Cl)cc(OC)c1OC,80,104,69,114,82,76,62,86
CCOC(=O)[C@@H](C)C[C@H](Cc1ccccc1)NC(=O)c1csc([C@@H](C[C@H](C(C)C)N(C)C(=O)[C@H](CCC(C)C)NC(=O)[C@H]2CCCCN2C)OC(C)=O)n1,47,65,-25*,33,15,5.5*,65,28
C=CCOC(=O)CC(C(=O)OCC=C)N1CC1 (configuration not stated),113,111,106,91,95,95,107,101
CCN(CC)CCc1ccc([N+](=O)[O-])cc1,99,103,98,·,107,102,93,119
COc1ccc(/C=C/c2cc(OC)c(OC)c(OC)c2)cc1NC(=O)/C=C/c1ccc(F)cc1,59,47,7.1*,43,39,5.7*,32,50
CC(Br)C(N)=O (configuration not stated),94,107,97,97,92,104,96,96
CN(CCCl)c1ccc(/C=C/C2=[N+](C)c3ccccc3C2(C)C)cc1,31,40,22,24,17,60,29,46
Cc1cc(C)c(C[N+](C)(C)C)c(C)c1,117,102,90,103,96,90,102,·
c1ccc2c(c1)O[As](O[As]1Oc3ccccc3O1)O2,·,44,21,-7.2*,31,39,14,5.8*
CO[C@@H]1[C@H](OC(=O)NC(=O)CCl)CC[C@]2(CO2)[C@H]1[C@@]1(C)O[C@@H]1CC=C(C)C,44,·,55,58,23,61,65,82
C[Se]CC(O)C(=O)N1CCOCC1 (configuration not stated),80,95,110,106,102,103,86,96
O=C1C=CC(=O)C2C1C1(Cl)C(Cl)=C(Cl)C2(Cl)C1(Cl)Cl (configuration not stated),57,68,48,49,51,58,28,37
c1ccc(CCCN2CCCCC2Cc2ccccc2)cc1 (configuration not stated),88,102,99,89,87,107,77,94
Nc1c(Cl)cccc1C(=O)O,86,108,105,107,95,·,81,116
CN1C2CCC1CC(OC(c1ccccc1)c1ccccc1)C2 (configuration not stated),89,107,102,97,104,·,86,78
Oc1c(Br)cccc1Br,112,106,114,105,103,119,105,·
O=C(NCCc1ccccc1)c1ccc(N(CCCl)CCCl)cc1,102,99,95,98,96,101,101,124
O=C(CBr)c1cccnc1,112,113,110,97,98,·,100,103
c1ccc2c(CN3CCCCC3)c[nH]c2c1,106&98,119&99,109&103,116&91,99&100,98&105,121&103,100&87
CSc1cc(/C=C(\C)[C@@H]2C[C@@H]3O[C@]3(C)CCC[C@H](C)[C@H](O)[C@@H](C)C(=O)C(C)(C)[C@@H](O)CC(=O)O2)n(CCNC(=O)OC(C)(C)C)n1,92,79,38,79,51,75,66,76
CC(=O)C1=CC[C@@]2(C)[C@@H](CC[C@@H]3[C@@H]2CC[C@]2(C)[C@@H](O)CC[C@@H]32)C1,113,111,90,127,106,84,96,122
O=[N+]([O-])c1cccc2c([As](=O)(O)O)cccc12,103,102,95,105,95,98,89,120
COc1cc(N(CCCl)CCCl)c(OC)cc1/C=N/NC(=O)CC(N)C(=O)O (configuration not stated),95,103,104,107,100,96,90,103
O=[N+]([O-])c1cccc(P(=O)(O)O)c1,103,105,100,95,98,116,·,104
C[C@H]1CC[C@H]2NCCN[C@H]2C1,111,97,101,95,93,·,115,139
O=[N+]([O-])c1ccc(CN2CCN(c3ccccc3)CC2)cc1,110,125,92,97,95,100,89,99
O=[N+]([O-])c1ccc(/C=C/C=C/C=C/C=C/c2ccc(S(=O)(=O)F)cc2Cl)c(Cl)c1,110,95,99,91,87,79,·,118
CC1CN1c1cc(O)c(N2CC2C)cc1O (configuration not stated),118,111,103,102,100,114,105,123
CC[CH2][Pb]([CH2]CC)([CH2]CC)[O]C(=O)C(F)(F)F,·,-97*,-98*,-89*,-82*,-10*,-68*,-88*
CC(C)CCCCCCCO[P+](=O)OCCCCCCCC(C)C,102,108,101,103,72,·,110,122
CCN1CCc2ccccc2C1,131,107,120,124,100,90,102,·
COC[C@@H]1C[C@@]2(C)[C@@H](CC[C@@H]3[C@@H]2CC[C@]2(C)[C@@H](O)CC[C@@H]32)CC1=O,99,115,108,107,106,·,113,108
O=C(CC1(O)C(=O)Nc2ccc(Br)cc21)c1ccc(C(=O)NCC2CCC3(CC2)OOC2(CCCCC2)OO3)cc1 (configuration not stated),49,73,·,-7.5*,33,63,15,23
Clc1ccc(Cl)c2ccccc12,127,111,110,107,102,123,99,130
CNCCc1cc(OC)c(OC)c(OC)c1,96,106,96,94,91,93,98,110
CC(C)N=C(NC(C)C)N1CC1,105,106,113,124,116,107,111,112
O=[N+]([O-])c1ccc(Cl)c(Cl)c1,110,·,100,111,112,109,101,103
CC1=C2C(=C[C@@](C)(C=O)[C@@H]2O)C(=O)[C@](C)(O)C12CC2,6.8*,-9.0*,-80*,-33*,2.2*,34,12,-38*
ClCCN(CCCl)c1nc(Cl)c(C2CC(c3ccccc3)=NN2c2cc(Cl)cc(Cl)c2)s1 (configuration not stated),96,106,102,103,99,102,98,103
O=C(C(=O)N1CCCC1)c1cn(Cc2ccccc2)c2ccccc12,104,101,100,92,94,74,71,98
Cc1cccc(OP(=O)(Oc2cccc(C)c2)Oc2cccc(C)c2)c1,80,94,99,123,87,97,91,97
CCOC(=O)C1=C(Nc2ccc(Cl)c(C(F)(F)F)c2)C(=O)OC12C(=O)Nc1ccccc12 (configuration not stated),96,112,96,92,78,71,90,94
O=C1CC2(CCNCC2)Oc2cccnc21,111,120,105,103,100,100,100,114
N#CCc1ccc(N)cc1,108,109,101,106,89,103,98,98
NC(Cc1ccccc1Cl)c1nn[nH]n1 (configuration not stated),101,116,107,107,94,108,91,94

# (continued)
SMILES,UACC-257,SK-MEL-28,SK-MEL-5,MALME-3M,LOX IMVI,HS 578T,T-47D,SK-MEL-2
N#CC(O)c1ccccc1 (configuration not stated),103,105,115,128,102,136,105,113
NC(=O)C(Cl)Cl,95,112,·,97,·,117,103,·
ClC(Cl)=C(Cl)C(Cl)=C(Cl)Cl,93,104,94,·,107,114,107,115
CC[C@H](C)[C@H](NC(=O)[C@H]1CCCCN1C)C(=O)N(C)[C@H](C[C@@H](OC(C)=O)c1nc(C(=O)NC23CC(C(=O)OC)(C2)C3)cs1)C(C)C,47,61,-66*,67,4.9*,27,64,30
CN1CCCCC1C(O)c1ccc(Cl)cc1 (configuration not stated),96,107,100,106,101,·,102,110
O=C1NC(=O)C(=Cc2cn(C[C@H](O)Cn3c4ccccc4c(=O)c4ccccc43)c3ccccc23)C(=O)N1,101,108,97,113,91,92,104,101
COc1ccc2nc3c(C)n(C)ccc-3c2c1,102,105,93,·,96,93,88,103
CCOP(=O)(OCC)/C(C#N)=C/c1ccoc1,92,105,99,92,103,107,87,108
O=S(=O)(F)c1ccccc1,99,112,·,129,103,106,107,112
CCOC(=O)NP(=O)(N1CC1)N1CC1,96,119,110,115,102,111,105,109
O=C(/C=C/c1ccc(F)cc1)c1nc2ccccc2n1Cc1ccc(Br)cc1,-17*,-58*,-76*,-78*,·,·,-52*,-61*
NC(Cc1ccccc1)Cc1ccccc1,86,109,107,118,92,108,86,101

# Two compounds from above with just SK-MEL-2, SK-MEL-5 and SK-MEL-28.
compound | SK-MEL-2 | SK-MEL-5 | SK-MEL-28
CCOP(=O)(OCC)/C(C#N)=C/c1ccoc1 | 108 | 99 | 105
O=C1NC(=O)C(=Cc2cn(C[C@H](O)Cn3c4ccccc4c(=O)c4ccccc43)c3ccccc23)C(=O)N1 | 101 | 97 | 108

# Next part
SMILES,UACC-257,SK-MEL-28,SK-MEL-5,MALME-3M,LOX IMVI,HS 578T,T-47D,SK-MEL-2
O=C(CBr)C(=O)CBr,85,103,103,99,95,103,91,91
CCC1(CC)C(=O)NC(=O)N(CCc2ccccn2)C1=O,104,123,110,·,99,114,98,106
O=c1[nH]c(S(=O)(=O)F)nc2nc[nH]c12,104,111,111,86,102,115,104,115
COC(=O)c1cn(Cc2cn(S(=O)(=O)c3ccccc3)c3ccccc23)c2ccccc12,89,109,57,84,85,100,49,95
CNC(=O)C(Cl)Cl,96,100,100,96,105,104,·,105
CCOC(=O)P(=O)(OCC)OCC,102,106,107,122,92,109,108,113
CCCCCCCCC(CO)NCCc1ccccc1 (configuration not stated),86,108,101,109,103,106,96,96
O=C(c1ccc[nH]1)C(Cl)(Cl)Cl,98,106,100,92,83,114,93,90
O=S(=O)(F)c1ccc(Cl)cc1,99,119,108,123,97,·,105,124
Cc1ccc(N2CCN(C(C)C#N)CC2)cc1 (configuration not stated),115,103,100,95,98,92,97,101
CN(C)c1ccc([N+](=O)[O-])c([N+](=O)[O-])c1,88&96,104&104,97&101,100,93,103&96,97&105,103&90
c1ccc(N2C3C4CC(C5CCCC54)C32)cc1 (configuration not stated),103,118,111,·,90,114,101,109

# This is a subset; count on the stated rates, not on these rows.
